Assay outcomes from PubChem BioAssay.
Pf apPOL inh – Pf-apPOL inhibitors, biochemical, fluorescence; Plasmodium falciparum apicoplast DNA polymerase (apPOL); Recombinant Pf-apPOL, molecular beacon fluorescence, 1.5 h; inhibition, % at 10 µM; hit rate 0.25% among 210,000; AID 1794808, 2022
mHTT CaM bind – mutant huntingtin-calmodulin interaction inhibitors – biochemical, AlphaScreen, primary screen. P42858. AlphaScreen His-mHTT/GST-CaM binding, luminescence. inhibition, % at 15 µM. hit rate 3.6% among 190,000. AID 1671202, 2021;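 note: 0% = both proteins with DMSO and 100% = one protein alone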
Starred values were filed as active, the others as inactive; nt = not tested or not shown; & = joins results of further samples. Cut-off read from the data, not from the text of the source: active = inhibition above about 50%; inactive = the rest. The order is random. About 3.5% of those tested had a hit in this group.

The line under a structure holds: Pf apPOL inh, mHTT CaM bind
Cc1cc(=O)oc(C)c1C(=O)NCc1ccccc1Cl
 : -10, 14
O=C(NCc1cccs1)C1CCN(c2cn[nH]c(=O)c2)CC1
 : 0, -4
COc1ccc(C2C(C(=O)Nc3ccc(F)cc3)c3cc(OC)c(OC)cc3C(=O)N2C)cc1 (stereo not given)
 : -2, -5
CCCCOc1ccccc1NC(=O)CC1Nc2ccccc2NC1=O (stereo not given)
 : -5, 5
O=C(C=Cc1ccccc1)Oc1ccc2c(c1)OC(=Cc1ccco1)C2=O
 : 6, 79*
CCCc1c(C(=O)ON=C(N)c2ccc(C(C)(C)C)cc2)cnn1-c1ccc(Cl)cc1
 : 3, nt
Cc1nccn1CCNC(=O)Nc1ccccc1Cl
 : -11, -12
O=[N+]([O-])c1ccccc1S(=O)(=O)Nc1ccc(N2CCOCC2)cc1
 : -3, -5
O=[N+]([O-])c1ccc(Sc2nnc(COc3ccccc3)n2-c2ccccc2)nc1
 : 2&3, 21&14
CCCC(=O)Nc1ccc2c(c1)N(C(C)=O)CCC2
 : -4, 0
Cc1ccccc1NCCNc1ccccc1C
 : -2, 42
O=C(Oc1ccc2c(c1)OC(=CC1=Cc3ccccc3OC1)C2=O)c1cccs1
 : -2, 79*
O=C(Nc1nc(-c2ccccc2)cs1)c1ccco1
 : 0, nt
Cc1nnc(SCc2cc(Br)cc(Br)c2)[nH]c1=O
 : -8, nt
COc1ccc(OC)c(Nc2ncc3c(n2)CCN(Cc2cccc(OC)c2OC)C3)c1
 : -3, 47
Nc1cc(Cl)c(NC2=NCCN2)c(Cl)c1
 : -3, nt
O=C(O)c1cccc(Nc2c([N+](=O)[O-])c3nonc3c3nonc23)c1
 : -3, -2
CC(C)S(=O)(=O)c1ccc(CC(=O)Nc2ccc(CC(=O)N3CCOCC3)cc2)cc1
 : -10, -5
CC(=O)NC(=O)c1cc2cc([N+](=O)[O-])ccc2oc1=Nc1cccc(F)c1
 : -8, 4
CCOc1ccc(Sc2cc(C(=O)NCc3cccnc3)c3ccccc3n2)cc1
 : -16, 34

4 entries from above, in markdown:
| SMILES | Pf apPOL inh | mHTT CaM bind |
| --- | --- | --- |
| CC(C)S(=O)(=O)c1ccc(CC(=O)Nc2ccc(CC(=O)N3CCOCC3)cc2)cc1 | -10 | -5 |
| CCCCOc1ccccc1NC(=O)CC1Nc2ccccc2NC1=O (stereo not given) | -5 | 5 |
| COc1ccc(OC)c(Nc2ncc3c(n2)CCN(Cc2cccc(OC)c2OC)C3)c1 | -3 | 47 |
| O=C(NCc1cccs1)C1CCN(c2cn[nH]c(=O)c2)CC1 | 0 | -4 |

The list goes on.
The line under a structure holds: Pf apPOL inh, mHTT CaM bind
Cc1ccc(N(CC(=O)NCc2cccnc2)S(=O)(=O)c2ccc(F)cc2)cc1
 : 1&0, -2&0
CC(C)NC(=O)NCCC1CCN(S(=O)(=O)c2ccccc2)CC1
 : 5, 24
COc1ccccc1C1CC(c2ccc(F)cc2)=NN1C(=O)CN1CCC(C)CC1 (stereo not given)
 : -4, 93*
CC(=O)c1c(C)oc2ccc(NS(=O)(=O)c3ccc(C)cc3)cc12
 : 3, -1
CNC(=O)N1CCC(n2c(C)nc(C(=O)NCCN3CCCCC3)c2C)CC1
 : 5, 4
COc1ccc2c(=O)c3c(oc2c1)C(=O)N(CCN(C)C)C3c1cccc(OC(C)C)c1 (stereo not given)
 : -9, 3
C=CCOc1ccc(/C=C2/C(=O)N(c3ccccc3)N=C2C)cc1OC
 : 5, 24
CCCn1cc(S(=O)(=O)CC(=O)Nc2ccc(C(=O)OCC)cc2)c2ccccc21
 : 3, -13
O=C(Cc1cccs1)NCc1nnc2n1CCCC2
 : 0, -6
O=C(NCc1ccccc1Cl)c1ccc(Br)o1
 : 0, -5
Cc1ccc(C)c(NC(=O)C2C(=O)NC3(C)CC2c2ccccc2O3)c1 (stereo not given)
 : 3, 4
Clc1cccc(C2Oc3ccccc3C3CC(c4ccccc4)=NN32)c1Cl (stereo not given)
 : nt, -9
N=C1NC(=O)/C(=C\c2ccc(-c3ccc([N+](=O)[O-])cc3Cl)o2)S1
 : -2, 12
COc1c(Br)cc(Br)cc1C=C1C(=O)c2ccccc2C1=O
 : -10, 12
COCCN(CCOC)Cc1cc(=O)oc2cc(C)c(Cl)cc12
 : 7, 7
COc1cccc(/C=C2\N=C(c3cccc(C)c3)OC2=O)c1
 : 30, 2
CCCCCCc1ccc(N2C[C@H](C)[C@@H](CC(=O)NCc3ccccc3)C2=O)cc1
 : 1, -2
CC12CC(c3ccccc3O1)N(C(=O)c1cccs1)C(=O)N2c1ccc(F)cc1 (stereo not given)
 : -5, 3
COc1ccc(N2C(=O)C3C(c4ccc(C)cc4)OC4(C(=O)c5ccccc5C4=O)C3C2=O)cc1 (stereo not given)
 : -4, 19
O=C(CSc1nc(-c2ccccc2)cc(=O)[nH]1)N1CCc2ccccc21
 : 0, -16
CCN1CCN(C(=O)CC2Sc3ncccc3N(CC)C2=O)CC1 (stereo not given)
 : 1, -9
CCOc1ccc2ncc(C#N)c(N3CCC(C(=O)N4CCCC4)CC3)c2c1
 : -7, 1
CCC1CCCCN1C(=O)C1c2cc(OC)c(OC)cc2C(=O)N(C)C1c1ccc(OC)cc1 (stereo not given)
 : -7, 7
CN(C)CC1CN(S(=O)(=O)c2cccnc2)CC12CCOCC2 (stereo not given)
 : -2, -8
Nc1nc(SCC(=O)NCc2ccc3c(c2)OCO3)n[nH]1
 : 4, 1
O=C(COc1ccc(Br)cc1Cl)N1CCc2ccccc21
 : -7, -7
COc1ccc(C2=N/C(=C\c3ccc(F)cc3)C(=O)N2c2cccc(OC)c2)cc1
 : -5, -23
CCOc1ccc(C2C(C#N)=C(N)OC3=C2C(=O)CC(C)(C)C3)cc1OCC (stereo not given)
 : nt, -3
COc1ccc(CCNC(=O)NCC2CCN(Cc3ccsc3)CC2)cc1
 : -6, -10
Cc1ccc2cc(CCC(=O)N3CCCCC3)c(=O)[nH]c2c1
 : -2, 0
N#CC1(C#N)C2CCCCCCCCCCC23OC(=N)C1(C#N)C(c1ccncc1)O3 (stereo not given)
 : -3, 29
CC(C)CNC(=O)C1CCCN(c2cn[nH]c(=O)c2)C1 (stereo not given)
 : 1, -4
COc1ccc(-c2cc(=O)c3cc(NC(=O)c4cc(OC)c(OC)c(OC)c4)ccc3o2)cc1
 : 4, 3
Cc1ccc(C(=O)N/C(=C\c2ccco2)C(=O)N2CCN(c3ccccn3)CC2)cc1C
 : -5, 70*
CCC1CCCCN1C(=O)c1ccc(OC)cc1 (stereo not given)
 : -1, -1
NS(=O)(=O)c1ccc(CCNC2CC(=O)N(CCc3ccccc3)C2=O)cc1 (stereo not given)
 : -3, 4
Cc1noc(C)c1C1CCCN1Cc1cccnc1 (stereo not given)
 : -12, 13
O=C(NCc1ccccc1)c1cnn2c1NC(c1cccs1)CC2C(F)(F)F (stereo not given)
 : -5, 9
COc1cc(OC)cc(C(=O)Nc2ccc(Cl)cc2C)c1
 : -5, -1
O=C(NCc1ccco1)c1cc2n(n1)CCCN(Cc1ccc(F)cc1)C2=O
 : 2, 3
COc1cc(OC)nc(NC(=O)CSc2nc3ccccc3s2)n1
 : 20, 3
O=C1OCC(=O)N(Cc2ccccc2)C1c1ccc(F)cc1 (stereo not given)
 : -9, -5
O=C(c1cccs1)N1CCCN(c2cc(-c3ccccc3)[nH]n2)CC1
 : -6, 22
O=C(Nc1ccc(Br)cn1)c1ccc([N+](=O)[O-])o1
 : -9, 6
O=C(Cc1ccc(F)cc1)N1CCC(c2cnn(-c3ccc(F)cc3)c2)CC1
 : 2, 0
Cc1nc(SCc2ccccc2)nc2ccccc12
 : -1&1, -39&-50
O=C(Nc1ccc2c(c1)OCCO2)C1CCCN(C(=O)c2ccc(Cl)cc2)C1 (stereo not given)
 : -4, 36
CSc1ccccc1NC(=O)C(=O)NCC1CCN(C(=O)c2ccccc2F)CC1
 : -8, 1
C/C=C/C(=O)N1c2ccc(OC)cc2C(C)=CC1(C)C
 : 10, 8
CCOc1ccc(N2CC(C(=O)Nc3ccc(N(C)C)cc3)CC2=O)cc1 (stereo not given)
 : 0, -9
CCC(=O)N1CCN(c2ccc(C)cc2)C(=O)C1C (stereo not given)
 : -2, -4
CN1C(=O)c2ccccc2Oc2ccc(C(=O)NC3CC3)cc21
 : -6, 2
CCOC1CCc2oc(-c3ccsc3)c(C(=O)OC)c21 (stereo not given)
 : 2, -8
CC1(C)OC(=O)C(=CNCC(O)c2ccccc2)C(=O)O1 (stereo not given)
 : 3, 0
CCC(=O)N1CCc2cc(Br)cc(S(=O)(=O)N(C)c3ccc(OC)cc3)c21
 : -5, 16
CC(C)(C)NC(=O)C1(S(=O)(=O)c2ccc(Cl)cc2)CC1
 : 0, -10
Cc1ccc2nc(C(=O)NC(C)c3ccc(F)cc3)cn2c1 (stereo not given)
 : -9, 4
OCc1cccnc1-c1nc2ccccc2s1
 : -8, -6
CCCc1[nH]nc2c1C(c1ccccc1C(F)(F)F)C(C#N)=C(N)O2 (stereo not given)
 : -4, -4
Brc1ccc(C2CC(c3ccccc3)n3nnnc3N2)cc1 (stereo not given)
 : 0, 8

Continued:
The line under a structure holds: Pf apPOL inh, mHTT CaM bind
Cc1ccc(NC(=O)C(Cl)Cl)cc1[N+](=O)[O-]
 : -4, 21
CCOc1cc(CN2CCCC2c2c(C)noc2C)ccc1OC(C)C (stereo not given)
 : 0, -12
CCOc1ccc(C(C)NC(=O)C2CCN(c3nnc(-c4ccc(C)cc4)o3)CC2)cc1 (stereo not given)
 : 3, 17
CCC(Sc1nc2n[nH]c(C)c2c(=N)n1-c1ccc(Br)cc1)C(=O)NCCOC (stereo not given)
 : -4, 75*
Cc1cc(N2C(=O)NC(=O)/C(=C\c3ccccc3OCC#N)C2=O)ccc1Br
 : 6, 10
O=C(c1ccc(F)cc1)n1nccc1-c1csc(-c2ccccc2)n1
 : -7, nt
N#CC1=CN(c2cc(F)ccc2Cl)c2cc(F)ccc2S1(=O)=O
 : 1, -6
CC(=O)Nc1sc2c(c1C(c1cccc(Cl)c1)N1CCN(CCO)CC1)CCCC2 (stereo not given)
 : -20, 32
FC(F)(F)c1nc2ccccc2n1CCOc1ccccc1
 : 4, -24
O=S1(=O)CCCCN1S(=O)(=O)c1ccccc1
 : -11, -4
O=C(Nc1c(-c2ccccc2)nc2ccccn12)c1ccc(Cl)c([N+](=O)[O-])c1
 : -2, 67*
CCOc1ccc2c(c1)sc(=NC(=O)c1ccc(S(=O)(=O)N3CCCCC3)cc1)n2C
 : 3, -2
C=CCCC(=O)NCCn1ccnc1C
 : -4, -15
O=C(CSc1c[nH]c2ccccc12)Nc1cc(C(F)(F)F)ccc1Cl
 : -16, -2
Cc1ccc(-c2nc(C)cc(OCC(=O)N3CCCC(C)C3)n2)cc1 (stereo not given)
 : 3, -10
COc1ccc(CNC(=O)C2CC(c3ccccc3F)=NO2)cc1 (stereo not given)
 : -3, -9
CN1CCn2cc(S(=O)(=O)Nc3cccc(Cl)c3)cc2C1=O
 : 0, -10
CCOC(=O)N1CCN(Cc2cccc(F)c2)CC1
 : 2, 1
CC(C)(C)c1ccc(CNC(=O)CNC(=O)c2ccccc2F)cc1
 : -5, 2
CC1CCN(c2ccc(F)cc2[N+](=O)[O-])CC1
 : 1, 6
Cn1c(/C(C#N)=C/c2ccc(Br)cc2)nc2ccccc21
 : 2, 7
CCOc1ccc(CC(=O)Nc2cccn3nc(C)nc23)cc1
 : 1, -4
NC(=O)C1CCN(C(=O)C2CC(c3ccccc3Cl)=NO2)CC1 (stereo not given)
 : 0, 5
COc1cc(C(=O)NCc2ccc(C(C)C)cc2)cc(OC)c1OC
 : -7, 17
O=C(c1cnc2n(c1=O)CCS2)N(Cc1ccccc1)Cc1ccccc1
 : -2, 7
COc1cc(Cl)c(C)cc1NC(=O)Cc1cn2cc(F)ccc2n1
 : -2, 19
CCc1ccccc1NC(=O)c1ccc(I)cc1
 : 6, -10
CC(C)CC(=O)Nc1c2c(nn1C(C)(C)C)CS(=O)(=O)C2
 : -3, -3
Cc1ccc(CC(=O)N2CCN(c3nc(CN4CCOCC4)cs3)CC2)cc1
 : 0, 15
Cc1cc(C)n(-c2ccc(C(=O)NCc3cc(F)cc(F)c3)cn2)n1
 : -4, -13
Cc1ccccc1NC(=O)c1cc(S(=O)(=O)Nc2ccc(F)cc2)ccc1Cl
 : 7, -1
CC(=O)N1CCN(S(=O)(=O)c2ccc(C)c([N+](=O)[O-])c2)C1C(C)C (stereo not given)
 : 0, -8
Cc1ccc(C(=O)Nc2nc3ccc([N+](=O)[O-])cc3s2)o1
 : -3, 13
O=c1[nH]c(-c2ccccc2Cl)nc(=S)[nH]1
 : 6&-7, nt
COc1cc([N+](=O)[O-])ccc1NC(=O)c1cc(Br)ccc1Cl
 : -4, -4
CC(C)(C)NC(=O)N1CCC(n2c(-c3ccoc3)nc3cccnc32)C1 (stereo not given)
 : -2, 7
CC(O)C1CCN(Cc2ccccc2C#N)CC1 (stereo not given)
 : 0, -3
COc1ccc(OC)c(NC(=O)CSc2ccc(C)cc2)c1
 : -1, -2
CC(=O)Nc1ccc(S(=O)(=O)N(c2ccccc2C(F)(F)F)S(=O)(=O)c2ccc(NC(C)=O)cc2)cc1
 : -4, nt
CCOCCc1nnc(NC(=O)c2cccc(Br)c2)s1
 : -3, 2

Six entries drawn at random from the list so far, as already listed:
The line under a structure holds: Pf apPOL inh, mHTT CaM bind
Cc1ccc2cc(CCC(=O)N3CCCCC3)c(=O)[nH]c2c1
 : -2, 0
COc1ccccc1C1CC(c2ccc(F)cc2)=NN1C(=O)CN1CCC(C)CC1 (stereo not given)
 : -4, 93*
COc1ccc(C2C(C(=O)Nc3ccc(F)cc3)c3cc(OC)c(OC)cc3C(=O)N2C)cc1 (stereo not given)
 : -2, -5
O=C(Nc1c(-c2ccccc2)nc2ccccn12)c1ccc(Cl)c([N+](=O)[O-])c1
 : -2, 67*
O=C(CSc1nc(-c2ccccc2)cc(=O)[nH]1)N1CCc2ccccc21
 : 0, -16
O=C(O)c1cccc(Nc2c([N+](=O)[O-])c3nonc3c3nonc23)c1
 : -3, -2
